All columns: NCI-60 one-dose screen, growth in % after 48 h at 10 µM unless noted; 100 = growth as untreated, 0 = no growth, -100 = all killed.
LOX IMVI = LOX IMVI melanoma; actives 7.4% (n = 79,000); AID 1794757
UACC-257 = UACC-257 melanoma; AID 1794764; actives 4.4% (n = 78,000)
MALME-3M = MALME-3M melanoma. actives 5.8% (n = 78,000)
HS 578T = HS 578T breast cancer; actives 4.1% (n = 78,000)
SK-MEL-28 = SK-MEL-28 melanoma | actives 4.1% (n = 81,000)
SK-MEL-2 = SK-MEL-2 melanoma; actives 4.7% (n = 77,000)
T-47D = T-47D breast cancer. actives 5% (n = 79,000). AID 1794792
SK-MEL-5 = SK-MEL-5 melanoma; actives 6.4% (n = 80,000); AID 1794755
* = called active by the depositor; . = not tested or not shown; & = joins results of further samples; [ ] = dose if it differs, or a comment. How the source made its calls: active means growth percent below 10; inactive means the rest. Compounds as they come, and some 11% of all compounds hit somewhere here.

SMILES	LOX IMVI	UACC-257	MALME-3M	HS 578T	SK-MEL-28	SK-MEL-2	T-47D	SK-MEL-5
Fc1cccc(CSc2ncnc3nc[nH]c23)c1	97	92	110	110	107	106	96	101
FC(F)(F)CN1CCN(CCn2c(C(F)(F)F)cc3c(Cl)ncnc32)CC1	-97*	46	77	47	31	-89*	59	9.6*
Cc1c(C(=O)Nc2nc3ccccc3s2)cnn1-c1ccccc1Br	102	98	.	93	96	96	86	88
COc1cc(C2CC(c3cc(OC)c(OC)c(OC)c3)=NN2c2ccccc2)ccc1OCc1ccc(Cl)cc1 (stereo not given)	103	100	99	100	101	95	91	.
COc1ccc(/C=C2\COc3ccc(O)c(O)c3C2=O)c(OC)c1	31	54	33	66	76	91	48	.
COc1ccc(-c2nnc3c(/C=C/c4ccccc4O)nc4ccccc4n23)cc1	77	94	101	84	85	70	58	76
CC(=O)C(CC(C)C)C(C)=O	102	96	124	105	116	111	98	103
C=CCOC(=O)C1=C(C)NC2=C(C(=O)CC(c3ccc(Cl)cc3)C2)C1c1cc(OC)ccc1OC (stereo not given)	91	93	103	68	97	99	76	83
CCOC(=O)Nc1ccc(C(C)=O)cc1	99	101	111	102	106	103	94	100
O=[N+]([O-])c1ccc(C(Cl)=C(Cl)Cl)cc1	98	93	98	119	107	.	94	104
Clc1ccc([C@@H]2C[C@@H]3Cc4cc(Br)c5ccccc5c4N2O3)c(Cl)c1	72	66	62	92	70	.	97	94
CN(Cc1ccccc1)Cc1ccccc1	95	100	91	108	110	104	93	104
CC(C)Oc1cccc(O)c1	95	95	100	98	116	96	90	100
O=Nc1ccc(NO)cc1	94&99	108	99&105	103&89	105&122	111&120	111&95	97&99
CCCCC1=c2c([nH]c3ccc(OC)cc23)=NC2C=CC=NC12 (stereo not given)	91	126	108	92	112	110	39	84
Cc1cc(C)c2c(-c3nnc(N)o3)cc(=O)oc2c1	95	106	95	88	105	106	92	98
CC(=O)Nc1cc2c(cc1[N+](=O)[O-])-c1ccc([N+](=O)[O-])cc1C2	101	80	89	95	105	100	81	78
CN1CCN(Cc2ccc(NC(=O)c3cncc(C#Cc4cnn5ccccc45)c3)cc2C(F)(F)F)CC1	-40*	11	-61*	-15*	25	-27*	36	15
COc1cc(-c2nc(SCCC(C)C)nc(Nc3ccc(C)cc3)c2C#N)cc(OC)c1OC	97	98	104	103	109	98	.	105
O=C(CSc1nc2ccccc2[nH]1)c1ccc(N2CCOCC2)cc1	95	102	100	99	114	113	94	105
CCCCCOc1ccc(C(=O)OC)cc1	103	94	116	98	107	.	101	99
C[C@]12CCC(=O)C=C1CC[C@H]1[C@@H]3CC[C@@]4(OCC4=O)[C@@]3(C)C[C@H](O)[C@@]12F	97	109	103	101	104	95	106	118
Cc1c(C2(c3cc(C(C)C)c(O)c(Br)c3C)OS(=O)(=O)c3ccccc32)cc(C(C)C)c(O)c1Br	95	110	100	.	113	115	91	103
O=[N+]([O-])c1cccc(C2NC(Cl)=C(Cl)c3c2sc2c(F)cccc32)c1 (stereo not given)	98	107	103	.	111	106	82	98

As entered above.
In SK-MEL-5, `Cc1c(C2(c3cc(C(C)C)c(O)c(Br)c3C)OS(=O)(=O)c3ccccc32)cc(C(C)C)c(O)c1Br` is listed with 103
In LOX IMVI, `CCCCCOc1ccc(C(=O)OC)cc1` is listed with 103
In UACC-257, `CN1CCN(Cc2ccc(NC(=O)c3cncc(C#Cc4cnn5ccccc45)c3)cc2C(F)(F)F)CC1` is listed with 11

(further entries)
SMILES	LOX IMVI	UACC-257	MALME-3M	HS 578T	SK-MEL-28	SK-MEL-2	T-47D	SK-MEL-5
Cc1ccn2ncnc2c1	101	72	111	101	103	145	102	102
C/C(=C/CCC(C)[C@@H]1CC[C@]2(C)C3=C(CC[C@@]12C)[C@@]1(C)CCC(=O)C(C)(C)[C@@H]1CC3)C(=O)O (stereo not given in full)	-54*	-58*	-89*	-37*	-84*	-52*	-49*	-98*
Brc1ccc(-c2cnc3sc4ccccc4n23)cc1	94	116	109	117	111	121	.	93
O=C(NCc1ccccc1)C(c1ccc(O)c(O)c1O)N(C(=O)c1cc(O)c(O)c(O)c1)c1ccc(F)cc1 (stereo not given)	98	91	100	101	103	85	82	97
O=C1c2cccnc2-c2ncccc21	100[100 µM]	98[100 µM]	103[100 µM]	90[100 µM]	119[100 µM]	122[100 µM]	99[100 µM]	103[100 µM]
COc1ccc(-c2ccccc2)cc1-c1c(Nc2cc(Cl)cc(Cl)c2O)c(=O)c1=O	7.3*	2.9*	-19*	3.4*	20	-27*	-8.9*	-41*
COc1ncnc2nc[nH]c12	94	100	95	128	122	101	112	102
CCOC(=O)C1(C(=O)OCC)COC(=O)C1CN1Cc2cc3ccccc3nc2C1 (stereo not given)	83	94	97	95	107	91	80	96
C=C(C)[C@@H]1CC[C@]2(C(=O)OC)CC[C@]3(C)[C@H](CC[C@@H]4[C@@]5(C)C/C(=C/c6ccco6)C(=O)NC(C)(C)[C@@H]5CC[C@]43C)[C@@H]12	94	100	95	96	104	98	79	99
Nc1nnc(CSCc2ccc([N+](=O)[O-])cc2)s1	100	92	99	91	110	100	86	105
COc1ccc(NC(=O)Cn2cccc(Nc3ccccc3)c2=O)cc1	.	99	.	109	99	121	102	.
O=[N+]([O-])c1ccc2[nH]c3nc4ccccc4nc3c2c1	93	97	106	104	112	107	80	.
Nc1ncnc2c1ncn2C1OC(COP(=O)(O)O)C(O)C1O (stereo not given)	108	110	.	.	119	.	123	117
CN(C)C(=O)C1CC=CCC1C(=O)N(C)C (stereo not given)	102	96	96	.	100	106	88	106
Cc1ccc(Cl)c(NC(=S)NCc2cccnc2)c1	82	101	98	114	105	93	93	107
COc1cc(C(=O)/C=C/c2c(-c3ccc(F)cc3)nc3ncccn23)cc(OC)c1OC	36	47	51	.	49	30	60	31
Nc1ncc(-c2ccc(NS(=O)(=O)c3ccc(F)c(Cl)c3)cc2)[nH]1	90	90	80	87	99	96	72	96
NS(=O)(=O)c1ccc(NCc2nc3ccccc3c(=O)[nH]2)cc1	99	91	101	98	106	97	96	.
O=C(COc1cccc2cccnc12)Nc1ccc(C(=O)/C=C/c2ccc(F)cc2)cc1	96	109	107	101	106	97	95	97
Nc1nc2nccnc2c(=O)[nH]1	95&104	85&113	95&111	110&110	105&106	97&110	84&111	103&100
COC(=O)CCC(=O)c1ccccc1	.	106	158	123	108	110	102	130
Nc1ccc(N=Nc2ccc(-c3ccc(N=Nc4ccc(N)c5cc(S(=O)(=O)O)ccc45)cc3)cc2)c2ccc(S(=O)(=O)O)cc12	101	98	98	96	105	104	101	100
COc1cc(/C=C/C(=O)c2ccc(NC(=O)CSc3nc4[nH]c(=O)n(C)c(=O)c4[nH]3)cc2)cc(OC)c1OC	100	91	95	90	101	122	85	105
Cc1nc2sc(-c3ccc(CN4CCN(C)CC4)cc3)nn2c(=O)c1Cl	98	96	102	98	104	104	85	102

Two of the compounds above, with two lines to a compound.
Screens in order – LOX IMVI | UACC-257 | MALME-3M | HS 578T | SK-MEL-28 | SK-MEL-2 | T-47D | SK-MEL-5
> Fc1cccc(CSc2ncnc3nc[nH]c23)c1
    97 | 92 | 110 | 110 | 107 | 106 | 96 | 101
> FC(F)(F)CN1CCN(CCn2c(C(F)(F)F)cc3c(Cl)ncnc32)CC1
    -97* | 46 | 77 | 47 | 31 | -89* | 59 | 9.6*

(cont.)
SMILES	LOX IMVI	UACC-257	MALME-3M	HS 578T	SK-MEL-28	SK-MEL-2	T-47D	SK-MEL-5
O=C(NCc1ccccc1)C1=NCCCCN1	96	94	113	102	109	106	100	101
O=C1C=C(C(O)c2cccc([N+](=O)[O-])c2)C(=O)c2ccccc21 (stereo not given)	84	102	86	103	119	105	76	98
CC1CCC(C(C)CS)CC1S (stereo not given)	99	154	93	.	.	98	99	108
CC1=C(Br)C(=O)C(c2c(C)cc(C)c(Br)c2C)=C(Br)C1=O	69	.	71	77	81	50	59	54
COc1cc(OC)cc(C(=O)Nc2cnc(Nc3ccc(N4CCOCC4)nc3)nc2Oc2ccc(C(F)(F)F)cc2)c1	70	17	57	30	99	95	70	93
Cc1cc(Oc2c(C)cccc2C)cc(C)c1O	92	.	98	104	110	119	93	107
CC1CCCC(C)(C)C1NCCOC(=O)c1ccc([N+](=O)[O-])cc1 (stereo not given)	.	108	111	127	103	112	97	105
Cc1cc(Cl)cc2sc(=S)[nH]c12	98	114	100	.	117	112	102	101
O=C(CSc1nc2ccccc2c(=O)n1-c1ccc(Cl)cc1)N/N=C/c1ccc(Oc2ccc(Cl)cc2)cc1	-56*	59	-39*	21	3.2*	54	30	11
O=C(CSc1nc2ccccc2c(=O)n1-c1ccccc1)c1cc2cc(O)ccc2oc1=O	100	101	97	94	112	92	91	96
COc1ccc(Cn2cc(COc3ccc4c5ccnc(C)c5n(CCCc5ccccc5)c4c3)nn2)cc1	70	90	82	78	76	64	62	79
COc1ccccc1/C=C/C1=C(C)CCC(c2ccccc2OC)C1C (stereo not given)	7.2*	58	81	11	50	-8.0*	62	-13*

The list goes on, overlapping the part above by six compounds.
SMILES	LOX IMVI	UACC-257	MALME-3M	HS 578T	SK-MEL-28	SK-MEL-2	T-47D	SK-MEL-5
CC1CCCC(C)(C)C1NCCOC(=O)c1ccc([N+](=O)[O-])cc1 (stereo not given)	.	108	111	127	103	112	97	105
Cc1cc(Cl)cc2sc(=S)[nH]c12	98	114	100	.	117	112	102	101
O=C(CSc1nc2ccccc2c(=O)n1-c1ccc(Cl)cc1)N/N=C/c1ccc(Oc2ccc(Cl)cc2)cc1	-56*	59	-39*	21	3.2*	54	30	11
O=C(CSc1nc2ccccc2c(=O)n1-c1ccccc1)c1cc2cc(O)ccc2oc1=O	100	101	97	94	112	92	91	96
COc1ccc(Cn2cc(COc3ccc4c5ccnc(C)c5n(CCCc5ccccc5)c4c3)nn2)cc1	70	90	82	78	76	64	62	79
COc1ccccc1/C=C/C1=C(C)CCC(c2ccccc2OC)C1C (stereo not given)	7.2*	58	81	11	50	-8.0*	62	-13*
CCCCn1cnc2c(=O)[nH]cnc21	109	121	158	115	107	107	98	119
COc1cc2c3c(c1O)-c1ccccc1[C@@H]1OC(=O)N(CC2)[C@H]31	99	96	103	102	118	98	90	96
c1ccc(Sc2ncnc3ccccc23)cc1	67	70	64	78	86	44	64	66
COc1ccc(/C=C/c2c(C(C)=O)c(=O)[nH]c3ccccc23)cc1	77	81	116	82	111	103	84	93
O=C1/C(=C2\SC(=S)N(c3ccc(F)cc3)C2=O)SC(=S)N1c1ccc(F)cc1	99	102	99	97	103	105	94	101
CCn1c(O)c(N=Nc2ccc(S(N)(=O)=O)cc2)c2cc(Cl)ccc21	95	110	107	105	116	100	94	106
O=C(N/N=C/c1ccc(F)cc1)c1cnc2n(c1=O)CCCCC2	96	95	102	102	102	103	103	98
O=C(C[n+]1cccc2c3ccccc3ccc21)c1ccc(Cl)cc1	18	52	65	68	79	87	65	39
COc1ccc(-n2ncn(Cc3cc(=O)oc4ccc5ccccc5c34)c2=O)cc1	.	98	98	103	98	92	.	104
COc1ccc(OC)c(/C=C2\CCc3ccccc3C2=O)c1	36	75	63	45	65	43	56	53
CCN(CC)c1ccc(/C=N/NC(=O)CSc2nc3ccccc3c(=O)n2CCc2ccc(S(N)(=O)=O)cc2)cc1	75	99	95	105	103	71	64	63
Cn1cc(-c2csc(-c3ccccc3)n2)c2cccnc21	-54*[100 µM]	-28*[100 µM]	-44*[100 µM]	21[100 µM]	-57*[100 µM]	-48*[100 µM]	-45*[100 µM]	-83*[100 µM]
O=C(CSc1nc2ccccc2o1)Nc1ccc(-c2nc3ccccc3s2)cc1	101	130	116	106	133	127	81	91
COc1cc2ncnc(Nc3ccc(S(=O)(=O)Nc4cc(C)on4)cc3)c2cc1OCCCN1CCCCC1	98	104	100	105	113	107	92	102
CC(C)(N)COC(=O)c1ccccc1	98	96	98	102	115	101	90	99
COc1cc(/C=C2\CN(C(=O)OC(C)(C)C)C/C(=C\c3ccc(O)c(OC)c3)C2=O)ccc1O	92	74	98	91	111	86	92	93
O=C(O)/C=C\C(=O)NNc1ccc([N+](=O)[O-])cc1[N+](=O)[O-]	94	86	112	100	101	96	80	99
COc1cc(/C=N/NC(=O)c2cnn(CC(O)c3ccccc3)c2N)ccc1OC1CCCC1 (stereo not given)	78	100	98	67	98	100	.	92
COC(=O)c1ccc(Cn2ccc(=O)[nH]c2=O)cc1	98	112	.	121	111	100	107	109
CNc1cc(SCc2ccc(Cl)cc2)nc(N)n1	96	100	106	90	105	89	85	94
COC(=O)Nc1c[nH]c(=O)[nH]c1=O	95	111	101	115	109	106	99	104
CCCCCN(CCCCC)C(C)C(O)c1ccc2cc(Cl)c3ccccc3c2c1 (stereo not given)	94	98	.	89	108	87	84	90
COC(=O)/C=C1/SC(=Nc2ccc(C)cc2)N(CCc2c[nH]c3ccccc23)C1=O	55	95	107	81	88	79	47	86
Fc1ccc2[nH]cc(SSc3c[nH]c4ccc(F)cc34)c2c1	25	79	84	-29*	76	63	27	70
CSc1nc(C)nc(C(C)C)c1C(=O)Nc1ccc(F)cc1	102	.	108	104	103	97	96	103
Cc1cc2n(n1)C(C(C)C)C(C(=O)c1cc(Cl)cc(Cl)c1O)=CN2 (stereo not given)	74	52	120	99	87	69	77	31
CCCCCC1(/C=N/NC(N)=O)NC(=O)NC1=O (stereo not given)	106	110	129	109	116	99	99	105
N/C(=N\O)c1ccncc1	96	106	108	110	109	100	102	113
S=c1nc(-c2ccc(Br)cc2)cc(-c2cn(-c3ccccc3)nc2-c2ccc(OCc3ccccc3)cc2)[nH]1	100	.	94	101	.	89	65	96
CC(=O)OC1=C2C(CC3C4CC=C5CC(OC(C)=O)CCC5(C)C4CCC23C)C2C(=O)N(Cc3ccccc3)C(=O)C2C1 (stereo not given)	78	86	72	.	97	69	53	70
O=C(O)c1ccc(-n2cnc3ccccc3c2=O)cc1	91	108	101	110	112	101	95	109
